A549 tox: Nrf2 qHTS screen for inhibitors: counterscreen for cytotoxicity. A549 ARE-Fluc cells, CellTiter-Fluor viability, 18-24 h. Potency, µM (series often up to 46 µM), inactives show at the highest dose activity change, negative = cytotoxicity, actives largely listed as inhibitors. actives 0.16% (n = 390,000); note: potency is the fitted concentration of half-maximal effect; % is set by controls: 0 for no effect and ±100 for the full control effect
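A549 ARE-Fluc cells in 5% FBS OPTI-MEM, 5000 cells/well, rested 2 h then exposed to compounds in concentration-response for 18-24 h at 37 °C. Viability by CellTiter-Fluor fluorescence (Ex 405/Em 525) after 30 min; luciferase luminescence (BugLite, 15 min, RT) read afterwards.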
S2 tox: Viability Counterscreen for Primary qHTS for Inhibitors of ATXN expression. S2 cells (HEK-293 line with an ATXN2-luciferase reporter) viability, CellTiter-Fluor protease fluorescence, 24 h. Potency, µM (doses to about 56.7 µM), usual class: cytotoxic. actives 0.49% (n = 400,000). AID 651635, 2014; note: potency is the fitted concentration of half-maximal effect; nearly all actives have a fitted effect of over 40% in size
Nrf2 activator: qHTS of Nrf2 Activators | AREc32 ARE-luciferase reporter (MCF7-derived line), luminescence, 24 h | actives 0.31% (n = 410,000) | Potency, µM (titrated, usually from 46.1 µM), inactives show at the highest dose activation, hits mostly activators | AID 624171, 2012; note: potency is the fitted concentration of half-maximal effect; % of control where 0% means no effect; nearly all actives have a fitted effect of over 65% in size
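Steps: seed AREc32_Fluc cells (1000/well, 5% FBS OPTI-MEM); incubate overnight at 37 deg C; add 23 nL compound; incubate 24 hr; add Steady-Glo; hold 30 min RT; read luminescence.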
TGFb SMAD3 inh: qHTS for Inhibitors of TGF-b; actives 1.2% (n = 410,000); Potency, µM (series often up to 46.1 µM), without a hit: top-dose activity, negative = inhibition, usual class: inhibitors; HepG2 CAGA-GFP TGF-b/SMAD3 reporter, GFP fluorescence, 18 h; TGF-beta stimulated, 500 pg/mL final; note: potency is the fitted concentration of half-maximal effect; % is set by controls: 0 for no effect and ±100 for the full control effect; nearly all actives have a fitted effect of over 65% in size
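Inhibition was scored as loss of TGF-beta-induced (500 pg/mL final, 18 hours, 37 degrees C) GFP in HEPG2 cells carrying a CAGA-GFP reporter, in DMEM with 1% FBS. Well GFP was summed per cell; Activity was normalised to unstimulated and stimulated DMSO wells, then concentration-response fitting.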
Nrf2 inh: Nrf2 qHTS screen for inhibitors; A549 ARE-Fluc reporter, luciferase luminescence, 18-24 h; Potency, µM (titrated, usually from 46 µM), for the others: at the top dose activity change, negative = inhibition, hits mostly inhibitors; actives 2.1% (n = 360,000); note: potency is the fitted concentration of half-maximal effect; % is set by controls: 0 for no effect and ±100 for the full control effect; nearly all actives have a fitted effect of over 60% in size
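A549 ARE_Fluc cells (5000/well, 5% FBS OPTI-MEM) pre-incubated 2 h, then treated with compounds 18-24 h at 37C/5% CO2 in concentration-response. CellTiter-Fluor viability read first; BugLite luciferase luminescence after 15 min at room temperature gives Nrf2 activity.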
HepG2 viability: qHTS for Inhibitors of TGF-b: Cytotox Counterscreen. HepG2 CAGA-GFP viability, ATP luminescence, 18 h. Potency, µM (highest dose often 46.1 µM), for inactives: top-dose activity change, negative = cytotoxicity, actives largely listed as cytotoxic. actives 0.76% (n = 410,000). AID 588856, 2011; note: potency is the fitted concentration of half-maximal effect; some results filed as inactive show a strong effect at the top dose
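HepG2 CAGA-GFP cells (1000/well, DMEM with 1% FBS) received compound, then TGF-beta at 500 pg/mL final, and were incubated 18 hours at 37 degrees C. Viability was read by CellTiter-Glo luminescence. Media-only wells were set as complete cell-killing and DMSO as no toxicity.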
pAkt inh: HTS Assay for Inhibitors of Akt Phophorylation: Primary Screen; Neuro2A IGF-stimulated pAkt S473 HTRF, 20 min; stronger effect = lower value; activity change, % for hits at 50 µM; actives 0.32% (n = 360,000); in the data active = activity change below about -80%; inconclusive = mostly about -51% to -80%; note: % is set by controls: 0 for no effect and ±100 for the full control effect
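Neuro2A cells (4,500/well, DMEM with 0.5% FBS) were treated with compound at a single 50 µM final concentration, stimulated with 6 nM IGF for 20 min at 37 °C, and lysed. Phospho-Akt Ser473 was read by HTRF as 665/615 ratio ×10^4.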
Mm-Cpn inhibitor: Inhibitors of TCP-1 ring complex (TRiC) of Methanococcus maripaludis (MmCpn): qHTS. Chaperonin Mm-Cpn (Methanococcus maripaludis). purified Mm-Cpn ATPase, ADP Transcreener TR-FRET. Potency, µM (highest dose often 76.9 µM), for the others: at the top dose activity, negative = inhibition, usual class: inhibitors. actives 0.031% (n = 330,000); note: potency is the fitted concentration of half-maximal effect; % is set by controls: 0 for no effect and ±100 for the full control effect; nearly all actives have a fitted effect of over 80% in size
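TR-FRET (320 nm excitation; 590 and 665 nm emission) reports ADP made from 10 uM ATP by 25 nM enzyme; compounds were preincubated 10 min, reaction run 30 min, both at 37°C.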
CCT chaperon mod: High-Throughput Screening for Modulators of Cytosolic Chaperonin Activity; purified chaperonin ATPase assay, HTRF ADP detection, 30 min; activity change, % (no concentration beside the values), hits read low; actives 0.3% (n = 360,000); AID 651819, 2012; in the data active = activity change below about -30%; note: % is set by controls: 0 for no effect and ±100 for the full control effect
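ATPase activity: ADP formed was measured by HTRF Transcreener (665/615 nm ratio) after 30 min at 37 deg C with 10 uM ATP. Compounds screened at one 76 uM concentration against 40 or 20 nM TRiC in Tris pH 7.4/KCl/MgCl2/DTT buffer.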
Active calls of the source: *; i = inactive; ? = inconclusive; . = no result given; [ ] = remark or other dose. Unless noted, calls come from the whole dose curve; as a rule, active = well fitted curve in the direction sought with a large enough effect; inconclusive = small, poorly fitted or top-dose-only effect, or another doubt; inactive = no such curve, though single readings can be large; an effect the other way counts as inactive or inconclusive. Rows are unselected; 4.4% or so of the library scored in one or more.

Sample of the layout (two entries):
smiles | A549 tox | S2 tox | Nrf2 activator | TGFb SMAD3 inh | Nrf2 inh | HepG2 viability | pAkt inh | Mm-Cpn inhibitor | CCT chaperon mod
O=C(COc1ccccc1F)Nc1ccccc1C(=O)OCc1cc(=O)n2nc(C3CC3)sc2n1 | -4% | i | -0.5% | 5% | . | -1% | . | . | .
CC1CCCCN1S(=O)(=O)c1ccc(S(=O)(=O)N2CCCC2)cc1 (stereo not drawn) | 0% | i | -0.5% | 18% | -1% | 7% | i | 1% | -0.9

Main list, from the first entry:
smiles | A549 tox | S2 tox | Nrf2 activator | TGFb SMAD3 inh | Nrf2 inh | HepG2 viability | pAkt inh | Mm-Cpn inhibitor | CCT chaperon mod
O=C(COc1ccccc1F)Nc1ccccc1C(=O)OCc1cc(=O)n2nc(C3CC3)sc2n1 | -4% | i | -0.5% | 5% | . | -1% | . | . | .
CC1CCCCN1S(=O)(=O)c1ccc(S(=O)(=O)N2CCCC2)cc1 (stereo not drawn) | 0% | i | -0.5% | 18% | -1% | 7% | i | 1% | -0.9
CC(=O)c1cccc(NC(=O)COC(=O)CCNS(=O)(=O)c2ccccc2)c1 | -3% | i | -1.3% | 6% | -2% | 1% | i | 3% | -1.1
COc1cc(CNCC(O)c2ccccc2)ccc1OCc1ccc(Cl)nc1 (stereo not drawn) | -5% | ? | 7.3% | -13% | 0% | -29% | i | -3% | 0.9
CC(=O)c1sc(NC(=O)CCN2C(=O)C3CC=CCC3C2=O)nc1-c1ccccc1 (stereo not drawn) | -1% | i | 2.7% | ? | -4% | -8% | i | -11% | -0.4
CN(C)Cc1cccc([N+](=O)[O-])c1O | -6% | i | 0.1% | -8% | 6% | -8% | i | -1% | -3.8
CCn1c(C)nc2cc(C(=O)NNC(=O)c3ccc(Cl)nc3)ccc21 | 0% | i | -0.3% | 3% | 6% | 5% | i | 1% | -0.1
CC(C)(C)[C@H]1COC(=O)[C@@H](Cc2ccc(F)cc2)C/C=C\C[C@@H](CC(=O)N[C@H](CO)Cc2ccccc2)C(=O)N1 | -19% | ? | -1.1% | ? | -18% | -14% | i | 1% | -3.2
Cc1ccc(C(=O)N2CCN(c3ccc(C(F)(F)F)cn3)CC2)c(C)c1 | ? | i | -0.2% | 0% | . | -13% | i | 0% | -2.2
O=S(=O)(NCCc1ccncc1)c1ccccc1 | 10% | i | -0.8% | 3% | 13% | -1% | i | 3% | 0.4
COCCNC(=O)c1ccccc1NC(=O)Cc1ccccc1[N+](=O)[O-] | 12% | i | -0.5% | -3% | -8% | 4% | i | 1% | -1.1
CCOC(=O)c1cnc(SCC(=O)NNC(=O)c2ccco2)nc1N | 3% | i | 0.2% | 16% | 7% | 8% | i | -2% | -1.2
O=C(Cc1n[nH]c(=O)c2ccccc12)NCc1ccccn1 | 0% | i | -0.9% | 0% | -12% | 0% | i | . | -3.2
CN1CCN(CCCNC(=O)CCN2C(=O)COc3ccccc32)CC1 | 12% | i | -1.1% | 8% | 9% | 9% | i | 1% | 0.4
COc1cccc(OCC(=O)N(C)Cc2nc(-c3cccc(C)c3)no2)c1 | ? | i | 0.1% | -12% | -15% | -73% | i | -1% | 0.9
COc1cccc(CNC(=O)C2(C)CCCCN2C)c1 (stereo not drawn) | . | i | 0.4% | 26% | . | 5% | i | . | 0.0
O=C1c2cccnc2C(=O)N1Cc1cccs1 | -10% | i | -1.3% | -21% | 16% | -28% | i | 0% | -2.4
Cc1ccc(C(C)C)cc1OCCn1cncn1 | 14% | i | -0.2% | -12% | -2% | -3% | i | -1% | 0.2
COc1ccc(OCC(=O)Nc2ccccc2-c2ccccc2)cc1 | 16% | i | 1.5% | -16% | 17% | -22% | i | -1% | 1.8
CCOC(=O)C(Cc1ccccc1)NC(=O)CCc1nnc2ccc(N3CCOCC3)nn12 (stereo not drawn) | -3% | i | -1.3% | 5% | -10% | -14% | i | 0% | -1.3
Cc1ccc(S(=O)(=O)N2CCN(S(=O)(=O)N3CCOCC3)CC2)cc1C | 6% | i | -0.1% | 11% | 17% | -24% | i | -4% | -2.4
O=C(Nc1cccc(C(F)(F)F)c1)Oc1ccc(Cl)c2cccnc12 | ? | i | 6.5% | 7.1µM* | ? | 14µM* | i | 1% | 1.2
COc1ccc(CNC(=O)/C(C#N)=C2\N=C(NC(=O)c3cccs3)c3ccccc32)cc1 | -1% | i | 3.5% | 7% | -9% | -18% | i | 1% | -2.8
COc1ccccc1N1CCN(C2CCCN(C(=O)CN3CCCCC3=O)C2)CC1 (stereo not drawn) | -9% | i | 0.5% | 0% | -15% | -31% | i | -1% | -5.3
CCOC(=O)c1oc2ccccc2c1CSc1nnnn1-c1ccccc1 | -5% | i | -0.5% | -7% | 0% | -1% | i | 1% | 1.4
C=CCn1c(SCc2c(C)noc2C)nc2sc3c(c2c1=O)CCCCC3 | -28% | i | -0.5% | 0% | 16µM* | -30% | i | 4% | 1.5
O=C1CN(c2ccccc2)C(=O)N1 | -12% | i | -0.7% | 8% | 1% | 23% | i | -1% | -2.1
COc1cccc(OCCOc2ccccc2OC(C)C)c1 | 1% | i | -0.2% | -7% | . | -4% | i | 3% | -2.2
Cn1c(N)c(C(=O)CSc2nnc(-c3cccs3)n2C2CC2)c(=O)[nH]c1=O | 0% | i | -1.0% | 4% | -6% | -4% | i | 1% | -0.2
Cc1cc(C(=O)OCC(=O)N(C)c2ccccc2)ccc1[N+](=O)[O-] | 0% | i | 0.2% | 2% | 8% | -8% | i | -2% | -0.6
Cc1ccc(NC(=O)CN(C)C(=O)c2ccc(Br)o2)cc1 | 0% | i | -0.8% | 1% | -9% | -2% | i | 0% | 1.1
CCN(CC)c1ncnc2c1sc1nc(C)cc(C)c12 | -4% | ? | 0.2% | 7% | -17% | -18% | i | 0% | -0.3
Cc1cc(C)cc(Oc2nc3c(C)cccn3c(=O)c2/C=C(\C#N)c2nc3ccccc3[nH]2)c1 | -8% | i | 0.7% | 167%[activator] | 10% | 6% | . | . | .
COCCCNC(=S)N1CCN(c2nc(-c3ccc(F)cc3)cs2)CC1 | -1% | i | 5.8% | ? | 15µM* | -30% | i | -2% | 0.6
Cc1ccc(OCc2cc(C(=O)N(CCO)Cc3cccs3)no2)cc1C | 5% | i | 4.2% | 13% | ? | -4% | i | 0% | -0.5
Cc1nn(-c2ccccc2)c2nc(C3CC3)cc(C(=O)Nc3ccc(F)cc3)c12 | ? | i | -0.9% | 3% | -18% | -20% | . | . | .
Cc1ccc(Cn2c(CO)cnc2SCC(=O)NCc2ccccc2Cl)cc1 | 7% | i | 2.2% | ? | . | -34% | . | . | .
Cc1nn(-c2ccccc2)c(C)c1C(=O)OCC(=O)Nc1ccccc1Cl | . | . | -1.3% | 2% | . | 52% | i | . | 1.1
COc1ccc(C)cc1S(=O)(=O)NC1CC1 | 10% | i | -0.2% | ? | 29% | 6% | i | -4% | -10
COc1cc(C2SCCS2)cc(Br)c1Oc1ncccc1[N+](=O)[O-] | -17% | i | 2.3% | -22% | -18% | 1% | i | -9% | -3.3
COC(=O)CN1C(=O)C(C)=C(c2ccc(C)cc2)S1(=O)=O | -2% | i | 0.2% | -1% | -8% | 1% | i | -4% | -1.5
Nc1csnc1C(=O)O | 2% | ? | -0.3% | -6% | 2% | 2% | i | -1% | -2.9
C=CCNc1nc(Nc2ccc(OC)cc2)nc(OCC)n1 | -3% | i | -0.3% | 46%[activator] | ? | -6% | i | 2% | 2.2
Cc1cc(C)cc(Nc2cc(C(=O)NC3CCC(C)CC3)c3ccccc3n2)c1 (stereo not drawn) | 1% | i | 4.4% | ? | 11% | -23% | . | . | .
CC1=CC2C(C3C=CC2(C)C(=O)C3(C)O)C(C)(O)C1=O (stereo not drawn) | 0% | i | 0.0% | 10% | 4% | -1% | i | . | -1.0
CC1CC(C)CN(C(=O)COC(=O)c2nccnc2N)C1 (stereo not drawn) | 2% | i | -0.5% | 0% | 12% | 8% | i | 0% | -0.1
C=CCN1N=C(c2ccc(NC(=O)c3ccccc3)cc2)CSC1=O | -11% | i | 3.4% | -2% | ? | -21% | i | 3% | -0.5
COc1c(C)cc(S(=O)(=O)NCc2ccco2)c(C)c1C | 0% | . | 0.1% | -8% | -9% | -29% | i | -2% | -1.5
CS(=O)(=O)N(CC(=O)Nc1c(F)cccc1F)c1ccc(C23CC4CC(CC(C4)C2)C3)cc1 | 2% | i | -0.3% | -12% | 0% | -32% | i | -1% | -0.2
O=C(CCl)NC(Cc1c[nH]c2ccc(OCc3ccccc3)cc12)C(=O)O (stereo not drawn) | 3% | i | -0.1% | -6% | -9% | 6% | i | -2% | -2.4
Cc1cc(C)cc(NC(=O)CSCc2cc(=O)n3ccsc3n2)c1 | -7% | i | -0.6% | 4% | -9% | 2% | i | ? | -3.1

Four compounds from above, ordered by the value under CCT chaperon mod, largest number first.
SMILES | pAkt inh | Mm-Cpn inhibitor | CCT chaperon mod
C=CCNc1nc(Nc2ccc(OC)cc2)nc(OCC)n1 | i | 2% | 2.2
COc1cccc(OCCOc2ccccc2OC(C)C)c1 | i | 3% | -2.2
Cc1cc(C)cc(NC(=O)CSCc2cc(=O)n3ccsc3n2)c1 | i | ? | -3.1
COc1cc(C2SCCS2)cc(Br)c1Oc1ncccc1[N+](=O)[O-] | i | -9% | -3.3
